Screens deposited in PubChem by National Center for Advancing Translational Sciences (NCATS).
Pf Dd2 inh: inhibitors of Plasmodium falciparum Dd2 growth; 4.3% of 120,000 active; P. falciparum Dd2 growth, SYBR Green, 72 h; Potency, µM (top dose mostly 28.9 µM), inactives show at the highest dose activity, negative = inhibition, usual class: inhibitors; active means well fitted inhibition curve with a large enough effect; inconclusive means small, poorly fitted or top-dose-only effect; inactive means no such curve, though single readings can be large or run the other way;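 further: plate controls were DMSO vehicle for no effect and reference drug for full effect; nearly all actives have a fitted effect of over 65% in size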
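Readout: SYBR Green fluorescence, 485 nm excitation, 535 nm emission, after ~16 h lysis at 37C. Before that, Dd2-infected red cells (2.5% hematocrit) grew 72 h with compound, 29 uM top final concentration.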
Numbers without * were called inactive; i = inactive; ? = inconclusive; & = joins results of further samples; [ ] = dose if it differs, or a comment. Potency means the concentration at half of the fitted maximal effect.

nr | molecule | Pf Dd2 inh
1 | CCN1CC(C(=O)N(C)Cc2ccc(Oc3ccccc3)cc2)CCC1=O (stereo unspecified) | -4.8%
2 | COc1cc(OC)cc(C(=O)Nc2ccc(-c3nc4ccccc4s3)c(C)c2)c1 | 17.7%[5.79 µM]
3 | COc1ccccc1NC(=O)CSc1nnc(-c2ccccc2C)o1 | 17.8%
4 | O=C(Nc1cccc(Cl)c1)c1cc(-c2ccc[nH]2)n[nH]1 | -16.2%
5 | Cc1ccc(C2C=C(c3ccccc3)Nc3nc(NS(C)(=O)=O)nn32)cc1 (stereo unspecified) | 107.0%[activator][5.79 µM]
6 | Cc1nn2c(c1-c1ccccc1Oc1ccccc1)N(Cc1ccc(C(=O)O)s1)CCC2 | ?
7 | CC1(C)[C@H](Cc2cc(-c3ccccc3)on2)C[C@@H]1NS(=O)(=O)c1ccccc1 | ?
8 | CCOc1ccc(Cn2nnc(C(=O)Nc3ccc(Cl)cc3)c2N)cc1 | i
9 | Cc1ccc(NC(=O)c2cc(S(=O)(=O)N3CCCCC3)c[nH]2)cc1N(C)C | 16.9%
10 | COc1ccc(-c2csc3nc(-c4ccc(F)cc4)oc(=O)c23)cc1OC | 14.2%
11 | CCCOc1ccc(C(=O)Nc2nonc2-c2ccc(OCC)cc2)cc1 | -27.2%
12 | O=C(Nc1ccc(F)cc1F)N1CCc2c(sc3c2CCCC3)C1c1ccc(F)cc1 (stereo unspecified) | ?
13 | CC(=O)c1ccc(Nc2cc(C)nc3nc(Cc4ccc(Cl)cc4)nn23)cc1 | i
14 | Fc1ccc(-c2ccc(CNCc3ccco3)o2)cc1 | ?
15 | COCC(=O)N(C1CCOCC1)C1CCN(C(=O)c2ccccc2F)CC1 | -3.1%
16 | Cc1ccc(NC(c2ccc(Cl)cc2)c2nnc(-c3cccc(F)c3)o2)cc1C (stereo unspecified) | ?
17 | Cc1ccccc1[C@H]1C[C@@H](O)[C@@H](O)[C@@H]1NC(=O)c1cccnc1Oc1ccccc1 | -28.2%[44.1 µM]
18 | CN(CCN1CCCCCC1)C(=O)c1cc(COc2ccccc2)[nH]n1 | 7.94µM*
19 | Cc1scc(C(=O)N2CCCC3(CCOC3)C2)c1-c1ccccc1 (stereo unspecified) | -12.2%
20 | O=C1CC(c2nc3ccccc3n2CCCOc2ccccc2)CN1c1ccc(F)cc1 (stereo unspecified) | ?
21 | O=C(O)CCC(=O)N1C[C@@H]2OCC(=O)N(Cc3ccccc3)[C@@H]2C1 | 5.6%[44.1 µM]
22 | COc1ccccc1-n1cc(C2=CCN(CCOCCO)CC2)cn1 | -1.8%
23 | COc1ccccc1C(=O)Nc1c(C(=O)Nc2ccc(C)cc2)oc2ccccc12 | ?
24 | O=C(NC[C@H]1O[C@@H](CO)[C@@H](O)[C@H]1N1CCN(c2ccccc2)CC1)Nc1ccc(F)cc1F | i
25 | COc1ccc(Nc2nc(-c3cccc(OC)c3)no2)cc1 | -20.4%
26 | CN1CC(=O)N(c2ccc(Cl)cc2)Cc2c(NCc3ccc(F)cc3)ncnc21 | 7.94µM*
27 | CC(C)c1ccc(CN2C[C@@H]3[C@H](C2)N(CCOc2ccccc2)C(=O)C(C)(C)[S+]3(=O)[O-])cc1 | ?
28 | CC(C)OCCCNC(=O)CN1CC2CC(C1)[C@H]1CCCC(=O)N1C2 (stereo partly specified) | 3.9%
29 | C=CCNC(=O)c1ccc2ccnn2c1 | 4.8%[44.1 µM]
30 | O=C1c2c(nc(CNCc3cccc(Cl)c3)n2Cc2ccccc2)NCCN1Cc1ccccc1 | ?
31 | Cc1ccccc1-c1cccc(CCOc2cnc3c(ccn3CC(=O)O)c2)c1 | i
32 | CCOC(=O)c1ccccc1NC(=O)CN1C(=O)CC(c2ccco2)Sc2ccccc21 (stereo unspecified) | -20.9%
33 | Cc1cccc(Cl)c1NC(=O)N1CCC2(CCCN(C(C)C)C2=O)C1 (stereo unspecified) | -4.8%
34 | COc1ccc(CN2C[C@@H]3[C@H](C2)N(CC(C)C)C(=O)C(C)(C)[S+]3(=O)[O-])cc1O | 24.5%[44.1 µM]
35 | Cc1cccc(C(=O)Nc2ccc(-c3nc4cc(C(C)C)ccc4o3)cc2)c1 | ?
36 | COCCNC(=O)C[C@@H]1C[C@H]2O[C@H](CNCc3ccccc3OC(F)(F)F)[C@@H](O)[C@H]2O1 | 14.9%
37 | O=C(NCc1cccs1)c1ccc2c(c1)N(Cc1ccccc1Cl)C(=O)c1ccccc1S2 | ?
38 | Cc1cccc(-c2nc3scc(CCNS(=O)(=O)c4c(C)noc4C)n3n2)c1 | -8.3%
39 | Cc1cccc(Cn2cc3c(=O)n(CC(=O)Nc4c(C)cccc4C)nc-3c3cc(F)ccc32)c1 | 4.3%
40 | Cc1noc(C)c1-c1cc2c(cc(C)n2C)c(N2CCN(c3ccccn3)CC2)n1 | ?
41 | CCn1c(SCc2c(F)cccc2Cl)nc(=O)c2c(C(=O)OC)cc(C3CC3)nc21 | i
42 | COC(=O)c1cc2oc3ccccc3c2n1Cc1c(F)cccc1Cl | 34.6%[activator]
43 | CC(=O)c1cc(CN2CCC(CO)(Cc3ccccc3Cl)CC2)cs1 | -10.8%
44 | Cc1ccc(S(=O)(=O)C(CNC(=O)c2ccc(C(F)(F)F)cc2)c2ccco2)cc1 (stereo unspecified) | i
45 | c1ccc(CN2Cc3[nH]cnc3C[C@H]2c2nc(-c3ccccn3)no2)cc1 | ?
46 | CCOC(=O)c1c(C)[nH]c(C)c1S(=O)(=O)N1CCCC(C(=O)Nc2ccc(C)c(N(C)C)c2)C1 (stereo unspecified) | 29.0%
47 | CC(C)(C)OC(=O)N1CCC(c2c(C(=O)NCCc3ccccc3)cnn2-c2ccc(F)cc2)CC1 | 11.2µM*
48 | CCCn1c(C)cnc1CC1CCCN(S(=O)(=O)CCC)C1 (stereo unspecified) | -11.0%
49 | CCn1cc(/C=C(\NC(=O)c2cc(OC)c(OC)c(OC)c2)C(=O)NCCCn2ccnc2)c2ccccc21 | ?
50 | O=C(CN1CC2CC(C1)[C@H]1CCCC(=O)N1C2)N1CCC(N2CCCCC2)CC1 (stereo partly specified) | -16.1%
51 | CC1CCC2(CC1)OCC(C(=O)NCc1ccccc1)N2C(=O)c1ccc(Cl)c(Cl)c1 (stereo unspecified) | 8.91µM*
52 | CCOC(=O)c1ccc(N2C(=O)c3n[nH]c(C)c3C2c2ccccc2OC)cc1 (stereo unspecified) | ?
53 | COc1ccc(Cn2c(C3CCN(C(=O)c4ccc(OC)cc4)CC3)n[nH]c2=O)cc1 | -23.5%
54 | CN1C(=O)c2ccccc2CC12CN(C(=O)c1ccc(Cl)cc1)C2 | -9.6%
55 | COc1cccc(CNC(=O)C(c2ccc(F)cc2)N(C)C)c1OC (stereo unspecified) | i
56 | COc1cc(N2CCC(CO)(Cc3ccccc3C(F)(F)F)CC2)ncn1 | -17.3%
57 | COCCO[C@H]1C(=O)N(C2CCN(C(=O)c3ccc(OC)nc3)CC2)[C@H]1c1ccncc1 | 10.7%
58 | O=C(c1ccc(Br)cc1)N1CCC(c2nc3ccccc3s2)CC1 | 76.6%[activator]
59 | Cn1ncc2c(-c3ccc([S+](C)(=O)[O-])cc3)cc(C(=O)N3CCCC3)nc21 | -24.3%
60 | O=C(O)CCC(=O)N1C[C@@H]2C[C@H]1C(=O)N(Cc1ccc(OC(F)(F)F)cc1)c1ccccc1O2 | -17.0%

Additional results follow:
cpd	molecule	Pf Dd2 inh
61	O=C(C1CCOCC1)N1CCC(N2C(=O)C(OCC3CC3)C23CCCCC3)CC1 (stereo unspecified)	10.9%
62	Cc1noc([C@@H]2CC(F)(F)CN2C(=O)c2ocnc2C)n1	18.0%
63	COc1ccc(CN2CC(Oc3ccccc3C(=O)NCc3ccccc3)C2)c(OC)c1	?
64	CCNC(=O)N1Cc2[nH]cnc2C[C@H]1C(=O)NCc1ccccc1	-12.5%[44.1 µM]
65	Cc1ccc2c(C)c(C(=O)N(C)CCOc3ccccc3)oc2c1C	9.6%
66	CCOC(=O)c1nnc2c(-c3ccc(OC)cc3)c(C)nn2c1N	-3.2%
67	O=C1CC(NS(=O)(=O)N2CCCC2)CN1Cc1ccc(F)cc1 (stereo unspecified)	-12.9%
68	CS(=O)(=O)N1CCCN(C(=O)c2ccsc2)CCNC(=O)CC1c1ccccc1 (stereo unspecified)	2.7%
69	O=C(C1CC1)N1CCC(c2nn(-c3ccc(F)cc3)c(=O)[nH]2)CC1	-15.5%[44.1 µM]
70	CC1=C[C@@H](CNS(=O)(=O)c2ccccc2)[C@H](C(C)C)C[C@H]1Cc1nc2ccncc2[nH]1	-19.1%[44.1 µM]
71	COC(=O)c1ccc2nc(C[C@@H]3C[C@@H](C(C)C)[C@H](CN)C=C3C)[nH]c2c1	-16.0%[44.1 µM]
72	Cn1nc(C2CCCN2)c2c(C(=O)NCc3ccc(F)cc3)cc(C3CC3)nc21 (stereo unspecified)	?
73	Cc1cc(F)ccc1NCc1ccccc1-c1nnc(-c2ccccc2Cl)o1	-28.6%
74	COC1C(=O)N(C2CCN(Cc3ccc(O)cc3)CC2)C12CCOCC2 (stereo unspecified)	-25.7%
75	Cc1nnc(-c2cc(-c3cccc(CO)c3)ccn2)n1CCN1CCOCC1	i
76	CC1CCCN(Cc2c(O)ccc3c(=O)c(-c4ccc(Cl)cc4)c(C(F)(F)F)oc23)C1 (stereo unspecified)	0.708µM*
77	CCc1ccccc1C(=O)N[C@@H]1c2ccccc2C2(CCNCC2)[C@H]1OC	-12.4%
78	CN1Cc2ccc(NCc3ccccc3)nc2C(C)(C(=O)NCc2cccnc2)C1 (stereo unspecified)	i
79	O=C(c1ccccc1)N1CCn2c(nnc2-c2ccc(Cl)cc2)C1	-7.3%
80	O=C(c1cn(Cc2ccccc2F)nn1)N1CCC(O)(c2cccc(C(F)(F)F)c2)CC1	?
81	COc1ccc(CNC(=O)[C@H]2O[C@H](CCN3CCN(c4ccccc4OC)CC3)CC[C@@H]2O)cc1	i
82	O=C(Nc1ccon1)[C@@H]1C[C@@H](c2ccc(F)cc2)N(Cc2ccccc2)C1	?
83	COc1ncccc1CNC[C@H]1O[C@@H]2C[C@@H](CC(=O)NCc3nccn3C)O[C@@H]2[C@@H]1O	-5.3%[44.1 µM]
84	Cc1ncccc1C(=O)N1CC2CC(C1)[C@H]1CCCC(=O)N1C2 (stereo partly specified)	6.7%
85	CC1CCN(S(=O)(=O)c2ccc3nc(N4CCN(c5ccc(F)cc5)CC4)ccc3c2)CC1	50.3%[activator]
86	O=C(Nc1ccc(F)cc1F)N1C[C@@H](F)[C@@H](OCc2nc3ccccc3o2)C1	-13.4%[44.1 µM]
87	Cc1ccc2[nH]c(=O)c(CCC(=O)N3CCCCC3)cc2c1	?
88	COc1ccc(NC(=O)Cn2c(N(C)Cc3ccccc3)nc(C)cc2=O)cc1OC	-1.6%
89	CNC(=O)c1cccc(-c2cnc3[nH]cc(CC(=O)Nc4ccccc4Cl)c3c2)c1	?
90	CC(C)c1nc2c(c(-c3ccc(O)cc3)n1)CCN(CC1CCCCC1)CC2	1.12µM*
91	C=CCC1(C(=O)O)CCCN(Cc2cc3c(cc2OC)OCO3)C1 (stereo unspecified)	-11.8%
92	Cc1noc(-c2cn(C3CCN(C(=O)c4ccc(OC(F)(F)F)cc4)CC3)nn2)n1	-11.4%
93	COc1ccc(CN2CC3(COCC2=O)CN(c2ccccc2)C3)cc1F	-22.3%[44.1 µM]
94	O=C(NCc1ccc(F)cc1)C1CCc2nnc(C3CCN(C(=O)C4CC4)CC3)n21 (stereo unspecified)	30.7%
95	COCC1CN(C2CCC2)CC12CCN(C(=O)NCc1ccccc1)CC2 (stereo unspecified)	?
96	CCc1noc(-c2cn(C3CCN(C(=O)Cc4ccc(C)cc4)CC3)nn2)n1	i
97	COc1cc(Cl)c(NS(=O)(=O)c2ccc(-c3cnc(C4CC4)o3)cc2)c(OC)c1	-16.0%
98	COc1ccc(N2CC(C(=O)N3CCC(C(=O)NCC(F)F)C3)NC2=O)cc1 (stereo unspecified)	-12.7%&-11.2%
99	CN(C)c1cccc(NC(=O)Cc2c[nH]c3ncc(-c4ccccc4)cc23)c1	?
100	N#Cc1cccc(C(=O)Nc2ccc([C@@H](O)[C@H]3COCC(=O)N3Cc3ccccc3F)cc2)c1	-12.0%
101	CCN1CCN(C(=O)c2ccc3c(c2)n(Cc2cccc(F)c2)c(=O)c2ccnn23)CC1	?
102	CCCN(C)c1nccnc1OC1CCN(C(=O)CC)C1 (stereo unspecified)	11.6%
103	COCCNC(=O)CN1C(=O)COc2ccc(S(=O)(=O)N3CCCC3)cc21	31.2%
104	Cc1cccc(CNC(=O)CCCN2C(=O)CCn3nc(-c4cn(C)c5ccccc45)cc32)c1	-10.1%
105	CN(C)C[C@@H]1CN(S(C)(=O)=O)C[C@H]1NC(=O)C1(c2ccccc2)CCCC1	?

Only part of the results is shown; rates above refer to the full screens.
